# SW480 rereplic: A quantitative high throughput screen for small molecules that induce DNA re-replication in SW480 colon adenocarcinoma cells | 340,000 compounds, 1.8% hits | SW480 DNA re-replication, Hoechst DNA content imaging, 48 h | Potency, µM (top dose mostly 46.1 µM), for the others: top-dose re-replication activation, actives largely listed as activators; further: % of control where 0% means no effect; nearly all actives have a fitted effect of over 55% in size
#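 Image-based DNA-content assay: after two days of treatment, nuclei were labelled with the DNA dye Hoechst and imaged, and hits were compounds raising the count of nuclei showing high fluorescence intensity.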
# HEK293 tox: qHTS of GLP-1 Receptor Inverse Agonists: Cytotox Screen | HEK293 cAMP-luciferase reporter cells, luminescence, 24 h | Potency, µM (top dose mostly 38.3 µM), without a hit: at the highest dose activity change, negative = inhibition, actives largely listed as inhibitors | 410,000 compounds, 0.13% hits;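 further: loss of luciferase light is scored as toxicity; on the % scale 0 is the no-effect control and ±100 the full control effect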
#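 Compound-treated cells are incubated 24 hr at 37 deg C under 5% CO2 after a 12 hour attachment period, then luciferase detection reagent is added and luminescence is measured following 12 min at room temperature; lowered signal indicates toxicity.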
# TDP43 rescue: qHTS of TDP-43 Inhibitors; TDP-43 expressing yeast growth rescue, BacTiter-Glo, 24 h; Potency, µM (doses to about 46.1 µM), for inactives: top-dose growth rescue (activation), actives largely listed as activators; 410,000 compounds, 1.8% hits; AID 652104, 2013; further: % of control where 0% means no effect; nearly all actives have a fitted effect of over 50% in size
#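 Cell-based yeast growth screen: TDP-43 expression induced in galactose, inoculum OD600=0.02 after raffinose pregrowth to mid-log. Read-out BacTiter-Glo luminescence at 24 hr, 30 deg C; inhibition of toxicity seen as signal increase.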
# GLP1R ag: qHTS of GLP-1 Receptor Agonists. Glucagon-like peptide 1 receptor (Homo sapiens), P43220. HEK293 GLP-1R CRE-luciferase, luminescence, 4-6 h; cells express a hypersensitive GLP-1R form. Potency, µM (highest dose often 45.6 µM), for inactives: top-dose activation, actives largely listed as activators. 380,000 compounds, 0.007% hits. AID 624172, 2012; further: % of control where 0% means no effect
# Target sequence (P43220 whole entry, looked up): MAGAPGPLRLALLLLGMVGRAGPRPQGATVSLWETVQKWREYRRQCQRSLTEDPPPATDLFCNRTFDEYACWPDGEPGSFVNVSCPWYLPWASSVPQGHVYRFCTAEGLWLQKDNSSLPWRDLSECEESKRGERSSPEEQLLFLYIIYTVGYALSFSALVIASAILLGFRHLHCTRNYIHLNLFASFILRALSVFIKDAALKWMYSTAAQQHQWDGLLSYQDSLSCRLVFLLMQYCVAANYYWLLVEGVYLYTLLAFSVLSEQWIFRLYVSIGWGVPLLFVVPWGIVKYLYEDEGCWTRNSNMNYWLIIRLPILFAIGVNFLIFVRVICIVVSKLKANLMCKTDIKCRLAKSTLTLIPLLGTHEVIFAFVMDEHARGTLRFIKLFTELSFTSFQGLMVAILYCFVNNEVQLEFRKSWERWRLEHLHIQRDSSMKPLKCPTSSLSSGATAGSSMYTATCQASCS
# KB-V1 MDR tox: qHTS assay for MDR1-selective chemotherapeutics: Primary screen using the drug-selected MDR subline cells KB-V1 | KB-V1 MDR cells viability, CellTiter-Glo, 72 h | Potency, µM (top dose mostly 46.1 µM), inactives show top-dose activity change, negative = cytotoxicity, usual class: cytotoxic | 400,000 compounds, 3.4% hits | AID 1347076, 2019; further: on the % scale 0 is the no-effect control and ±100 the full control effect; nearly all actives have a fitted effect of over 60% in size
#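 Potencies derive from concentration-effect curves fitted to normalized luminescence (CellTiter-Glo) of KB-V1 cells treated for 72 h at 37 degrees C in phenol-red-free DMEM containing 10% FBS.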
# KB-3-1 tox: qHTS assay for MDR1-selective chemotherapeutics: Primary screen using the parental adenocarcinoma cell KB-3-1; KB-3-1 viability, CellTiter-Glo ATP luminescence, 72 h; Potency, µM (series often up to 46.1 µM), for inactives: at the top dose activity change, negative = cytotoxic, most hits filed as cytotoxic; 400,000 compounds, 1.4% hits; further: on the % scale 0 is the no-effect control and ±100 the full control effect; nearly all actives have a fitted effect of over 60% in size
#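 Cytotoxicity in the drug-sensitive parental line KB-3-1 was scored as loss of CellTiter-Glo luminescence following 72 h incubation with compound. Values come from curve fitting of normalized concentration-response data.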
# GLP1R inv ag: qHTS of GLP-1 Receptor Inverse Agonists (Inhibition Mode); Glucagon-like peptide 1 receptor (Homo sapiens), P43220; HEK293 GLP-1R CRE-luciferase, luminescence, 24 h; GLP-1R form is constitutively active; Potency, µM (doses to about 38.3 µM), for the others: at the top dose activity change, negative = inhibition, actives largely listed as inhibitors; 410,000 compounds, 1.6% hits; AID 624417, 2012; further: on the % scale 0 is the no-effect control and ±100 the full control effect; nearly all actives have a fitted effect of over 55% in size
#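 Constitutively active GLP-1R drives a cAMP-responsive luciferase in stably transfected HEK293 cells; test compounds are added after overnight (12 h) attachment and left 24 hr, and signal loss in luminescence marks inhibition.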
# HT1080-NT tox: qHTS for induction of synthetic lethality in tumor cells producing 2HG: qHTS for the HT-1080-NT fibrosarcoma cell line | HT-1080-NT fibrosarcoma viability, CellTiter-Glo ATP luminescence, 48 h | Potency, µM (top dose mostly 46.1 µM), for the others: top-dose activity, negative = less viability, actives largely listed as cytotoxic | 360,000 compounds, 1.6% hits | AID 686970, 2013;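 further: NT is the 2HG producing partner of a matched IDH1 knockdown line; 0% = DMSO-treated cells and -100% = media-only wells without cells; nearly all actives have a fitted effect of over 55% in size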
#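 Luminescent CellTiter-Glo readout after 48 hours of compound exposure at 37 degrees C defined viability of HT-1080-NT cells. Activity was normalized to DMSO wells and cell-free media wells; concentration-response curves were fitted and assigned curve classes.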
# HT1080 IDH1KD tx: qHTS for induction of synthetic lethality in tumor cells producing 2HG: qHTS for the HT-1080-IDH1KD cell line | 360,000 compounds, 2% hits | Potency, µM (doses to about 46.1 µM), without a hit: at the highest dose activity, negative = toxicity, actives largely listed as cytotoxic | HT-1080 IDH1 knockdown viability, ATP luminescence, 48 h;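 further: 0% = DMSO wells and -100% = cell-free medium wells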
#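 Knockdown cells (IDH1KD HT-1080) received compounds 2 h after plating at 750 cells/well and were kept 48 h at 37 °C in 5% FBS RPMI. A CellTiter-Glo luminescence read gave % activity for curve fitting.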
# An asterisk follows results filed as active; ? = inconclusive; · = no result given; [ ] = another dose, or the depositor's remark. The call rests on the fitted dose curve; in most records, active means well fitted curve in the direction sought with a large enough effect; inconclusive means small, poorly fitted or top-dose-only effect, or another doubt; inactive means no such curve, though single readings can be large; an effect the other way counts as inactive or inconclusive. Potency means the concentration at half of the fitted maximal effect.
canonical_smiles	KB-V1 MDR tox	KB-3-1 tox	HT1080-NT tox	HT1080 IDH1KD tx	GLP1R inv ag	HEK293 tox	TDP43 rescue	GLP1R ag	SW480 rereplic
O=C(NCc1ccco1)c1ccccc1	26%	0%	8%	0%	2%	17%	23%	-2%	-6%[9.22 µM]
CC(c1ccccc1)n1c(-c2ccncc2)n[nH]c1=S (stereo not given)	?	6%	14%	21%	21%	-4%	13%	-3%	-7%
CN(c1ccccc1)S(=O)(=O)c1ccc(C(=O)N2CCN(c3ccccc3Cl)CC2)cc1	-14%	0%	-27%	?	?	9%	21%	0%	1%
CCOc1ccccc1CNS(=O)(=O)c1ccc2[nH]c(=O)sc2c1	12%	0%	-12%	-8%	0%	4%	24%	1%	-3%
O=C(CSc1nc2ccccc2s1)c1cc2ccccc2o1	-31%	-11%	-3%	-12%	-28%	4%	-2%	4%	-2%
c1ccc(-n2c(-c3ccco3)nnc2-c2ccco2)cc1	-18%	-15%	4%	2%	10%	-14%	7%	4%	-1%
COc1ccc(CCNS(=O)(=O)c2ccc3[nH]c(=O)[nH]c3c2)cc1	14%	2%	9%	6%	19%	-4%	-11%	8%	0%
Cc1noc(NS(=O)(=O)c2ccc(NC(=O)c3ccccc3NS(=O)(=O)c3ccc(F)c(F)c3)cc2)c1C	-12%	-8%	12%	0%	-11%	0%	23%	-2%	16%
CC(=O)Nc1ccc(C(=O)OCC(=O)Nc2ccc(S(=O)(=O)N3CCOCC3)cc2)cc1	6%	1%	-2%	0%	17%	6%	4%	-1%	-1%
O=C(/C=C1\SC(=O)NC1=O)Nc1ccc(C(=O)O)cc1	11%	11%	2%	1%	3%	-11%	2%	-2%	-1%
CSc1ccc(CCNC(=O)CCc2c(C)nc3ncnn3c2C)cc1	4%	-29%	·	·	-5%	2%	1%	-1%	·
CCc1ccc(C2=NNC(=Nc3c(C)n(C)n(-c4ccccc4)c3=O)SC2)cc1	?	-11%	1%	1%	1%	2%	2%	2%	-43%[inhibitor]
O=C(NNc1cccc([N+](=O)[O-])c1)/C(=C\c1cccnc1)NC(=O)c1ccccc1	4%	6%	-5%	-1%	?	?	11%	-7%	14%
CC1CCCN(C(=O)C2CCN(S(=O)(=O)c3ccccc3)CC2)C1 (stereo not given)	0%	3%	-2%	-3%	3%	-14%	26%	0%	-11%
Cc1ccc(CC2CC(=O)N(c3cc(C)ccc3C)C2=O)cc1 (stereo not given)	-3%	2%	8%	0%	?	10%	?	9%	-11%
CC1C(=O)N2CCCc3cc(NC(=O)C(=O)NCCc4ccc(F)cc4)cc1c32 (stereo not given)	-20%	0%	18µM*	21µM*	?	-23%	2%	22%	?
c1ccc(-n2nnc3ccccc32)nc1	3%	-1%	10%	7%	1%	-5%	14%	-6%	-9%
CCn1cc(C(=O)NCCCN2CC(C)CC(C)C2)c(=O)c2cc(S(=O)(=O)N(C)C3CCCCC3)ccc21 (stereo not given)	15%	-15%	-3%	1%	-28%	-15%	1%	5%	-6%
O=C(CN1CCN(Cc2ccc(Cl)cc2)CC1)N/N=C/c1ccncc1	7%	-1%	0%	-3%	-24%	1%	-2%	2%	-1%
CCOc1ccc(C(=O)CCC(=O)NCC(=O)OCc2ccccc2)cc1OCC	0%	?	13%	8%	40%	12%	-2%	15%	0%

# Some of the entries so far, with each value named.
Molecule: CCc1ccc(C2=NNC(=Nc3c(C)n(C)n(-c4ccccc4)c3=O)SC2)cc1
  KB-V1 MDR tox = ?
  KB-3-1 tox = -11%
  HT1080-NT tox = 1%
  HT1080 IDH1KD tx = 1%
  GLP1R inv ag = 1%
  HEK293 tox = 2%
  TDP43 rescue = 2%
  GLP1R ag = 2%
  SW480 rereplic = -43%[inhibitor]

Molecule: O=C(NNc1cccc([N+](=O)[O-])c1)/C(=C\c1cccnc1)NC(=O)c1ccccc1
  KB-V1 MDR tox = 4%
  KB-3-1 tox = 6%
  HT1080-NT tox = -5%
  HT1080 IDH1KD tx = -1%
  GLP1R inv ag = ?
  HEK293 tox = ?
  TDP43 rescue = 11%
  GLP1R ag = -7%
  SW480 rereplic = 14%

# (list continues)
canonical_smiles	KB-V1 MDR tox	KB-3-1 tox	HT1080-NT tox	HT1080 IDH1KD tx	GLP1R inv ag	HEK293 tox	TDP43 rescue	GLP1R ag	SW480 rereplic
CC(C(=O)NN)c1ccc([N+](=O)[O-])cc1 (stereo not given)	9%	-10%	-4%	-3%	2%	-2%	·	-2%	?
Cc1onc(C(=O)Nc2ccc3c(c2)OCO3)c1[N+](=O)[O-]	?	29%	-27%	?	22%	6%	20%	-2%	8%
O=NN(CC(=O)NN=CC=Cc1ccccc1)CC(=O)NN=CC=Cc1ccccc1	3%	0%	0%	-27%	11%	2%	16%	0%	·
CC(C)(C)OC(=O)C[C@H]1C/C=C\C[C@@H](CC(=O)N(CCO)Cc2ccccc2)C(=O)N[C@H](Cc2c[nH]c3ccccc23)COC1=O	25%	2%	0%	-7%	-21%	-24%	3%	13%	5%
C=CCNC(=O)c1cccc(Br)c1	9%	6%	-2%	-1%	0%	-4%	?	-12%	-5%
OC(c1cccc(Cl)c1)c1ncc(-c2ccc(Oc3ccccc3)cc2)[nH]1 (stereo not given)	4%	-21%	?	?	?	-1%	?	-7%	·
COc1ccc(-c2sc3ccc(N4CCOCC4)cc3c2C#CC(C)(C)O)cc1	0%	22%	4%	0%	-14%	12%	9%	20%	-14%
Cc1ccc(-c2cc(C(=O)NCCCn3ccnc3)no2)cc1	0%	-17%	-3%	2%	3%	1%	-3%	5%	-2%
O=C(Oc1ccc(NC2=NS(=O)(=O)c3ccccc32)cc1)c1cccnc1	11%	12%	19%	22%	14%	7%	-10%	6%	-1%
COc1cc(CCCN2CCNC[C@@H]2Cc2ccc(O)cc2)cc(OC)c1OC	21%	8%	-21%	-1%	-12%	3%	10%	-4%	2%
NS(=O)(=O)c1ccc(N2CCOCC2)c(C(=O)NCc2cccs2)c1	-3%	2%	0%	0%	2%	-21%	-18%	-1%	-1%
CCc1nnc(NC(=O)CN2CCN(c3ccccc3OC)CC2)s1	?	-4%	0%	16%	7%	-5%	-7%	0%	?
CCCC1(C(=O)O)NC(c2ccccc2O)C2C(=O)N(Cc3ccccc3)C(=O)C21 (stereo not given)	?	-2%	-9%	0%	4%	13%	7%	-3%	-2%
COCCCNc1nc2ccccc2nc1NS(=O)(=O)c1cc(Cl)ccc1Cl	?	?	-11%	-3%	?	-11%	22µM*	-7%	-10%
CC(=O)/C(CN1CCCCC1)=N\O	-5%	-9%	14%	-1%[9.24 µM]	16%	0%	-11%	6%	?
CC(C)(C)c1nnc(NC(=O)CCn2cnc3ccccc3c2=O)s1	1%	8%	-3%	-14%	14%	0%	10%	6%	2%
Cc1cn2c(=O)cc(COc3cccc(NC(=O)c4ccccc4Cl)c3)nc2s1	-7%	13%	·	·	2%	4%	6%	0%	·
COc1ccccc1NC(=O)c1cn(C)c(=O)c2cc(OC)c(OC)cc12	7%	10%	1%	7%	48%[activator]	-8%	20%	2%	-6%
O=C(Nc1cccc(S(=O)(=O)N2CCOCC2)c1)c1cn(-c2ccccc2)nc1-c1ccc(F)cc1	-7%	-5%	15%	16%	4%	4%	8%	0%	0%
Nc1nc(-c2ccccc2)cc(-c2ccccc2)n1	-3%	-2%	1%	-6%	-35%	11%	?	-2%	-21%
CC(C)(C)c1ccc(Oc2ccc(NC(=O)c3ccco3)cn2)cc1	?	0%	18µM*	7.3µM*	2.5µM*	-28%	-9%	26%	-24%
N#Cc1ccccc1NC(=O)COC(=O)c1ccc(S(=O)(=O)N2CCCC2)cc1	6%	4%	14%	4%	0%	-2%	-2%	1%	-14%
COc1ccc(C(=O)N2CCC2(C)C(=O)O)cc1C(F)(F)F (stereo not given)	0%	0%	?	10%	5%	0%	5%	-3%	·
COc1ccc(C(=O)NC2=Nc3ccccc3N=C(C)C2c2ccccc2)cc1 (stereo not given)	?	-2%	-23%	-18%	-15%	1%	-6%	25%	-5%
O=[N+]([O-])c1ccc(/C=N/Nc2ncc(-c3ccccc3)cn2)cc1	-3%	-16%	8%	2%	-1%	0%	-15%	1%	-2%
Cc1ccc(S(=O)(=O)N2CCOCC2)cc1C(=O)N1c2ccccc2Sc2ccccc21	-8%	-26%	-3%	-10%	?	-5%	-17%	-1%	-5%
CCN(CC)S(=O)(=O)c1cc(NS(=O)(=O)c2cccc(Cl)c2)ccc1C	?	-15%	0%	-14%	?	2%[1.53 µM]	10%	-1%	-3%
CC(Sc1nc(=O)cc(N)n1CCc1ccccc1)C(=O)Nc1ccc(Cl)cc1 (stereo not given)	16%	-3%	·	·	5%	-3%	20%	·	·
Cn1c(=O)[nH]c(=O)c2c1nc(CN1CCN(c3ccccc3F)CC1)n2CCc1ccccc1	-23%	-1%	-5%	0%	48%[activator]	4%	7%	-6%	2%
COc1ccc(NC(=O)c2cccc(NC3=NC4CS(=O)(=O)CC4S3)c2)cc1Cl (stereo not given)	-3%	-3%	0%	-1%	14%	0%	-14%	1%	-4%
CSCC[C@H](NC(=O)[C@H](Cc1ccccc1)n1c(=O)[nH]c2ccccc2c1=O)C(=O)N1CCC[C@@H]1C(=O)O	18%	0%	14%	0%	-10%	2%	17%	3%	-5%
CCNc1nc(CC)nc2c1oc1ccccc12	?	1%	12%	-20%	4%	6%	-6%	8%	-7%
O=C(c1ccco1)N1CCN(C(=O)c2cccc3c2C(=O)N(Cc2cccnc2)C3)CC1	9%	-3%	2%	5%	-8%	8%	6%	1%	-10%

# From PubChem BioAssay
